Screening results: PubChem BioAssay, National Center for Advancing Translational Sciences (NCATS)
aGlu spleen mod: lysosomal alpha-glucosidase (human) modulation | human spleen homogenate, 4-MU-alpha-glucoside fluorescence | 240,000 compounds, 0.006% hits | Potency, µM (doses to about 79.9 µM), for the others: top-dose activity change, negative = inhibition, usual class: inhibitors;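 also: potency is read from the fitted curve at half-maximal effect; 0% = enzyme with vehicle and -100% = no enzyme basal signal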
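AC50 values come from Hill-equation fits of concentration-response data, normalized to no-enzyme and full-activity controls. Enzyme source: 1 ug human spleen homogenate; 1 mM fluorogenic 4-MU glucoside, pH 5.0 citrate buffer, 37 C, 40 min.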
LMNA splice mod: LMNA splicing modulation. Potency, µM (top dose mostly 46.1 µM), for the others: top-dose ratio change, negative = inhibition, hits mostly inhibitors. 200,000 compounds, 0.01% hits. HeLa LMNA splicing GFP/RFP minigene ratio, 48 h; active = well fitted inhibition curve with a large enough effect in the signal ratio, with a control signal flat, not every such curve was filed as active; inconclusive = small, poorly fitted or top-dose-only effect, or effect the other way, or a change in a side signal; the % refers to the signal ratio; also: potency is read from the fitted curve at half-maximal effect; % is scaled to controls: 0 for no effect and ±100 for the full control effect
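S3 HeLa cells stably expressing lamin A-EGFP splicing minigene plus DsRed2, 600 cells/well, 48 h compound exposure at 37C. Laser-scanning cytometry; analysed as GFP (500-530 nm)/RFP (575-640 nm) total intensity ratio; 0.5% DMSO vehicle.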
GAA inhib: alpha-glucosidase (human) inhibition | P10253 | purified human GAA, 4-MU-alpha-glucoside fluorescence | Potency, µM (highest dose often 76.9 µM), without a hit: at the top dose activity change, negative = inhibition, usual class: inhibitors | 200,000 compounds, 0.005% hits;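 also: potency is read from the fitted curve at half-maximal effect; plate controls were uninhibited enzyme wells for no effect and no-enzyme background for full effect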
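Human enzyme at 4 nM with 400 uM 4-methylumbelliferyl-alpha-D-pyranoside, citrate/phosphate buffer pH 5.0, 0.005% Tween-20, 20 min at room temperature. Compounds up to 77 uM. 4-MU fluorescence (Ex 365/Em 440) read after NaOH/glycine stop; AC50 from Hill fit.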
HTT aggregate: reduces HttQ103-GFP aggregates in PC12 cells | PC12 HttQ103-GFP aggregates, Acumen cytometry, 40 h | Potency, µM (series often up to 46.1 µM), without a hit: at the top dose activity change, negative = inhibition, actives largely listed as inhibitors | 220,000 compounds, 1.1% hits | AID 1688; also: potency is read from the fitted curve at half-maximal effect; % is scaled to controls: 0 for no effect and ±100 for the full control effect; nearly all actives have a fitted effect of over 60% in size
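Read-out: GFP aggregate count by laser scanning cytometer (488 nm excitation, 500-530 nm emission, 1–25 µm objects >6 SD above background). Cells: PC12, inducible HTTex1-Q103-GFP, 100 nM tebufenozide; compounds titrated.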
HTT cytoprotect: protects HTT-Q103 PC12 cells, measured by ATP; PC12 HTT-Q103 induced, cytoprotection, ATP luminescence, 40 h; Potency, µM (top dose mostly 56.4 µM), inactives show cytoprotection (ATP increase), actives largely listed as activators; 230,000 compounds, 0.14% hits;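 also: potency is read from the fitted curve at half-maximal effect; % of control where 0% means no effect; nearly all actives have a fitted effect of over 45% in size; toxic huntingtin expression switched on by the ecdysone agonist tebufenozide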
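PC12 cells stably carrying ecdysone-inducible Htt exon 1 (Q103)–GFP were induced with 100 nM tebufenozide (final) alongside library compounds in a dose series. Cytoprotection was scored as retained ATP by ATPlite luminescence.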
GAA glycogen mod: GAA glycogen-cleavage inhibition or activation. P10253. recombinant GAA, glycogen substrate, Amplex Red glucose oxidase fluorescence. Potency, µM (series often up to 76.4 µM), without a hit: top-dose activity change, negative = inhibition, actives largely listed as inhibitors. 300,000 compounds, 0.38% hits;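 also: potency is read from the fitted curve at half-maximal effect; 0% = full enzyme reaction and -100% = no-enzyme basal signal; the screen sought inhibitors and activators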
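Natural-substrate format: glycogen cleavage by 4 nM human enzyme, glucose read by Amplex Red coupling (Ex 573, Em 610 nm). Normalized to enzyme and no-enzyme controls.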
CBFb-RUNX1 inh: inhibitors of human CBF-beta and RUNX1 interaction; Q01196+Q13951; Potency, µM (titrated, usually from 59.8 µM), inactives show top-dose activity, negative = inhibition, actives largely listed as inhibitors; 230,000 tested, under 10 active; AlphaScreen CBFb-His/RUNX1-biotin binding, biochemical; also: % of control where 0% means no effect
Target sequence (Q01196 whole entry, looked up): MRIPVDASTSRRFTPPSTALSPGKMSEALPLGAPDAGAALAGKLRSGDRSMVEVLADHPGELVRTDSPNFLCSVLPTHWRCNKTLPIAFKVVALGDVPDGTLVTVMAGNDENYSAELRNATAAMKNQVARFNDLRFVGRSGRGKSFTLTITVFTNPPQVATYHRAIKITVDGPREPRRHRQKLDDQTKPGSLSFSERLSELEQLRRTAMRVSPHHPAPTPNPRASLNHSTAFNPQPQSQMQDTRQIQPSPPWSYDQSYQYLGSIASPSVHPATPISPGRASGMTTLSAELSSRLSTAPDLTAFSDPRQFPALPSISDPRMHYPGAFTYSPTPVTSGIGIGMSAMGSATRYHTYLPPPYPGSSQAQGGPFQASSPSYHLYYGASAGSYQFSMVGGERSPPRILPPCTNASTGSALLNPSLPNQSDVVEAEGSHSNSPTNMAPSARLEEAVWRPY
Target sequence (Q13951 whole entry, looked up): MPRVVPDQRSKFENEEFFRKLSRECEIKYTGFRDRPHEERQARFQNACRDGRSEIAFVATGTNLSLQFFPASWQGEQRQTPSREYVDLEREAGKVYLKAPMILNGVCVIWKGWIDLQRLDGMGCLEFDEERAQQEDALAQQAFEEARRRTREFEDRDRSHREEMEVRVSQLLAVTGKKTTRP
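Interaction loss through any mechanism counts as activity. Pre-formed complex of His-CBF-beta and biotin-RUNX1 (30 nM apiece) is incubated with compound 15 min, then with 50 ng nickel and 50 ng streptavidin beads for 90 min before AlphaScreen detection.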
The depositor's hits bear a star; ? = inconclusive; . = not tested or not shown; [ ] = dose if it differs, or a comment. Unless noted, calls follow the shape of the dose curve; as a rule, active = well fitted curve in the direction sought with a large enough effect; inconclusive = small, poorly fitted or top-dose-only effect, or another doubt; inactive = no such curve, though single readings can be large; an effect the other way counts as inactive or inconclusive. Hits appear at their usual frequency. About 1.5% of those tested had a hit in this group.

Below each compound – GAA inhib | LMNA splice mod | GAA glycogen mod | HTT cytoprotect | CBFb-RUNX1 inh | aGlu spleen mod | HTT aggregate
- CC(=O)c1cc(F)c(N2CCN(CCC#N)CC2)cc1C
  2.7% | 5.0% | 4.4% | 0.0%[10 µM] | -1.4% | 0.8% | -8.7%
- CCC(=O)N1CCn2c1nc1ccccc12
  0.0% | 1.8% | 3.9% | 9.8% | -0.9% | -4.2% | 5.7%
- CCCCOCCCNC(=O)C1CCCCC1
  6.6% | -3.3% | 5.7% | 1.6%[10 µM] | 8.5% | 6.7% | 5.1%
- CCN1CCN(C2=NC(=O)/C(=C/c3ccc(C)o3)S2)CC1
  -8.6% | -0.3% | 5.7% | -21.3% | -0.3% | -0.9% | 17.5%
- Cc1cc(NS(=O)(=O)c2ccc(NC(=O)CSc3nc4ncccc4[nH]3)cc2)nc(C)n1
  . | . | 3.0% | 3.9%[10 µM] | 0.5% | -4.0% | -0.7%[9.22 µM]
- O=C1COc2ccccc2N1Cc1ccccc1Cl
  -7.7% | ? | 2.7% | 24.8% | 8.6% | -7.6% | 31.5%
- OC(COCc1ccc2c(c1)OCO2)CN1CCN(Cc2ccccc2)CC1 (stereo not drawn)
  -14.5% | ? | 2.0% | 0.2% | 4.0% | -1.0% | ?
- C=CCOc1cccc(CNc2ccc3[nH]c(=O)[nH]c3c2)c1
  -2.4% | . | 28.2µM* | -44.7%[inhibitor] | -14.1% | -1.1% | 30.0%
- O=C(Cn1cnc2c(cnn2-c2ccc(F)cc2)c1=O)N1CCN(c2ccccc2F)CC1
  -0.3% | ? | 4.1% | -9.5%[10 µM] | 3.1% | 1.4% | -1.9%
- N#Cc1cnc(SCC(=O)Nc2ccccc2C(F)(F)F)nc1N
  -1.4% | -15.2% | -1.1% | 2.2%[10 µM] | -1.9% | -2.4% | -18.0%
- COc1ccc2c(Cl)c(C(=O)N/N=C3\CCCC(=O)C3)sc2c1
  -7.8% | . | ? | -47.7%[inhibitor] | ? | -11.6% | -7.0%
- CN1C(=O)C(O)(CC(=O)c2ccncc2)c2ccccc21 (stereo not drawn)
  -3.7% | 2.2% | 10.9% | 3.7% | 0.8% | -6.4% | -4.7%
- Cc1ccc2nc(C)c3c(c2c1)N(c1ccccc1)CC3
  . | . | -4.3% | 6.8%[10 µM] | 8.1% | 13.9% | 1.7%[9.22 µM]
- COc1cc(NC(=O)C/C(C)=N/NC(=O)c2cccc(O)c2)c(OC)cc1Cl
  0.6% | -5.0% | -13.5% | -2.6%[10 µM] | -14.1% | 2.2% | -10.3%
- FC(F)Oc1ccc(NC(=S)NCc2ccco2)cc1Cl
  2.9% | 6.9%[46 µM] | -0.8% | -7.7% | -10.7% | -4.3% | -8.9%
- O=c1c2sccc2[nH]c(=S)n1Cc1ccccc1
  -1.1% | 14.0% | -1.8% | -14.6%[10 µM] | -1.5% | 3.7% | -8.3%
- O=C(NCCc1ccccc1)C1CCN(S(=O)(=O)N2CCCCCC2)CC1
  2.0% | ? | 22.3% | -39.2% | 3.6% | 2.7% | 19.2%
- CCOC(=O)C1=C(C)NC(=S)NC1C (stereo not drawn)
  ? | ? | -0.4% | 20.6% | 9.0% | -4.2% | 21.7%
- CC(C)CNC(CC(=O)O)c1ccccc1 (stereo not drawn)
  2.7% | 13.1%[46 µM] | -2.4% | -16.8% | 0.8% | -1.3% | 13.0%
- Cc1cc(NC(=O)Nc2ccccc2)n(-c2ccccc2)n1
  -30.6% | -3.9% | -1.5% | -39.2%[inhibitor] | 3.3% | -7.9% | 6.4%

(list continues)
Below each compound – GAA inhib | LMNA splice mod | GAA glycogen mod | HTT cytoprotect | CBFb-RUNX1 inh | aGlu spleen mod | HTT aggregate
- NC(=O)C1(N2CCCCC2)CCN(C(=S)NCCc2ccccc2)CC1
  3.7% | . | 6.5% | 8.2% | -2.4% | -1.3% | 21.0%
- Cc1ccccc1CO/N=C/c1[nH]ncc1Br
  0.3% | . | 7.3% | 32.4%[10 µM] | -3.8% | 0.9% | 10.7%[9.22 µM]
- O=C(c1coc(=O)c(Br)c1)N1CCC(C(O)(c2ccccc2)c2ccccc2)CC1
  0.6%[15.4 µM] | . | -5.2% | 2.3%[10 µM] | -4.3% | 11.2% | 0.3%[9.22 µM]
- Cc1ccccc1NC(=O)CSc1nc2ccccc2c2nc(CCn3cncc3C)nn12
  -0.2% | -7.1%[46 µM] | -4.0% | 23.5%[10 µM] | -0.1% | 5.7% | 25.7%
- CCCc1c(C)c2ccccc2[nH]c1=O
  -2.9% | -11.5% | 0.0% | -1.8%[0.074 µM] | 5.7% | 0.1% | -8.8%
- CC(=O)Oc1ccc(/C=N/NC(=O)C2CCCN2S(=O)(=O)c2ccc(Cl)cc2)cc1 (stereo not drawn)
  -2.0% | -1.1% | -2.5% | -13.0% | 9.3% | 2.5% | -7.7%[9.22 µM]
- CCN1CCCC1CNC(=O)CSc1cc(=O)n(C)c2cc(Cl)ccc12 (stereo not drawn)
  2.9% | ? | 4.7% | 5.2% | 2.2% | -14.9% | -0.9%
- CCCCn1c(=N)n(CCOc2ccc(C)cc2)c2ccccc21
  -8.9% | ? | -8.6% | . | 5.9% | -5.8% | -32.4%
- Cc1nc(-c2ccc(NC(=O)c3ccccc3C)cc2)cs1
  -9.2% | . | -10.3% | -115.2%[inhibitor] | 18.1% | -3.1% | -32.5%
- O=C(CC1S/C(=N\S(=O)(=O)c2ccc(F)cc2)N(c2ccccc2)C1=O)Nc1ccccc1 (stereo not drawn)
  -4.2% | -4.9% | -4.0% | 30.7%[0.074 µM] | -0.4% | 0.4% | -9.7%
- COc1ccc(CC(=O)Nc2nc(-c3cc(OC)ccc3OC)cs2)cc1
  -10.6% | . | 0.3% | -122.4%[inhibitor] | 1.1% | -1.8% | ?
- COc1cc(S(=O)(=O)NCc2cccnc2)ccc1F
  -9.2% | -0.5% | -2.7% | 3.2% | 4.0% | -4.2% | -0.4%
- COc1ccc(NC(=O)CCCSc2nc(-c3ccco3)cc(C(F)(F)F)n2)cc1OC
  ? | -20.7% | 11.2%[76.3 µM] | -5.0%[10 µM] | 11.3% | ? | -1.1%
- COC(=O)C1CCN(C(=O)CCC2CCCCC2)CC1
  0.1% | 2.6% | 7.3% | -0.6% | 8.5% | -16.3% | 32.7%
- Cc1nn2c3ccccc3nc2c2ccccc12
  -2.8% | ? | -12.1% | -14.2%[10 µM] | ? | 7.3% | 6.4%
- CN(C)c1nc(-c2cccnc2)nc2ccccc12
  . | 4.3% | . | 13.3% | . | -6.4% | .
- Cc1ccccc1C(=O)NC1CCSC1=O (stereo not drawn)
  . | . | 10.4% | 9.2%[10 µM] | 7.5% | -1.7% | 24.2%[9.22 µM]
- COc1ccc(CN(C(=O)CSc2nnc(-c3ccc(OC)c(OC)c3)o2)c2ccc(F)cc2)cc1
  -9.8% | ? | -6.0% | -8.7%[10 µM] | -7.0% | -8.2% | -4.6%
- CCOC(=O)c1c(C)nc2sc3c(=O)n(-c4ccc(C(C)=O)cc4)cnc3c2c1-c1ccc(Cl)cc1
  -1.6% | 11.8% | -5.1% | -4.8% | 2.1% | -6.0% | 23.6%
- O=C(NC1CCCCC1)N1CCN(C(c2ccccc2)c2ccccc2)CC1
  -4.2% | -5.5% | 4.5% | -72.0%[inhibitor] | -3.0% | -2.1% | ?

Next results follow:
Below each compound – GAA inhib | LMNA splice mod | GAA glycogen mod | HTT cytoprotect | CBFb-RUNX1 inh | aGlu spleen mod | HTT aggregate
- COC(=O)C1(C(=O)OC)NOC2C(=O)N(c3ccc(Cl)cc3Cl)C(=O)C21 (stereo not drawn)
  -0.3% | -6.4% | -3.5% | 4.2%[10 µM] | 2.1% | -4.5% | 7.4%
- CSc1nc(C)cc(SCC(=O)Nc2ccc(Cl)cc2Cl)n1
  0.0% | ? | 6.1% | 0.9%[10 µM] | 6.4% | 1.6% | 3.8%
- CC(C)(C)c1cc[n+](C2=C([O-])c3ccccc3C(=O)/C2=N\S(=O)(=O)c2cccs2)cc1
  . | . | 0.2% | -13.6%[10 µM] | -13.6% | 1.4% | -6.6%[9.22 µM]
- CC1(C)CC(=O)C2=C(C1)Nc1ccccc1N=C2
  2.6% | -0.9% | 0.3% | 35.9%[1.9 µM] | 3.8% | -2.5% | -7.6%
- CCCNC(=O)CSC1=N/C(=C/c2ccc(F)cc2)C(=O)N1CC
  5.2% | -0.8% | 11.9% | . | 6.5% | -5.8% | -17.0%
- CC(=O)/C(N)=N/Nc1cccc(Cl)c1
  0.6% | ? | ? | 11.1%[10 µM] | -2.2% | -13.7% | 9.8%
- COC(=O)c1cccc(Cn2cc([N+](=O)[O-])cn2)c1
  0.3% | -18.9%[46 µM] | -8.7% | 19.3%[10 µM] | 2.5% | 2.9% | 14.4%
- COc1ccc(S(=O)(=O)N2CCCC(C(=O)NCCC3=CCCCC3)C2)cc1 (stereo not drawn)
  1.6% | -12.2% | 0.4% | 34.9%[10 µM] | 12.6% | -0.4% | ?
- S=c1nc[nH]c2c1sc1nc(N3CCOCC3)c3c(c12)CCCC3
  4.5% | ? | -15.9% | -71.2%[inhibitor] | 3.0% | 2.7% | 13.6%
- Cc1cccc(NC(=O)c2ccc(S(=O)(=O)N3CCCCC3)cc2)n1
  . | . | 1.0% | -13.2%[10 µM] | 3.2% | 0.4% | 13.2%[9.22 µM]
- Nc1ccc(Oc2ccc([N+](=O)[O-])cc2[N+](=O)[O-])cc1
  -1.9% | -4.6% | -0.8% | 14.2% | 3.3% | -3.8% | 2.7%[1.84 µM]
- C=CC(=O)NC(NC(=O)C=C)c1ccc(Br)cc1
  9.1% | ? | 2.6% | -13.6% | 2.9% | 5.7% | -6.4%
- CCc1ccc(CNC(=O)CCc2nc(-c3cccs3)no2)cc1
  -5.9% | -1.4% | -18.3% | -10.0% | 2.2% | -6.5% | 12.9%
- COc1ccc(Nc2nc(-c3ccc(OC)cc3)cs2)cc1
  -2.9% | ? | ? | -63.2%[inhibitor] | -17.1% | 2.6% | 10.0%
- CC(O)CN=c1cc(-c2ccccc2)oc2ccc(Cl)cc12 (stereo not drawn)
  -3.3% | -14.5% | 0.5% | -44.6%[inhibitor] | -2.4% | -10.4% | -6.9%
- CC1CCCN(C2=C(NS(=O)(=O)c3ccc(Cl)cc3)C(=O)c3ccccc3C2=O)C1 (stereo not drawn)
  6.0% | ? | 0.7% | -6.6%[10 µM] | -2.3% | -2.1% | 1.8%
